GPR151 ag: activators of human GPR151, primary screen, cell-based, PathHunter beta-arrestin, luminescence | G-protein coupled receptor 151 (Homo sapiens), Q8TDV0 | PathHunter beta-arrestin GPR151 cells | activation, % at 11.2 µM | 650,000 tested, 1% active | AID 1508602, 2020; in the data active means activation above about 4.9%;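 further: 0% = median of compound wells and 100% = cells with positive control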
Target sequence (Q8TDV0 whole entry, looked up): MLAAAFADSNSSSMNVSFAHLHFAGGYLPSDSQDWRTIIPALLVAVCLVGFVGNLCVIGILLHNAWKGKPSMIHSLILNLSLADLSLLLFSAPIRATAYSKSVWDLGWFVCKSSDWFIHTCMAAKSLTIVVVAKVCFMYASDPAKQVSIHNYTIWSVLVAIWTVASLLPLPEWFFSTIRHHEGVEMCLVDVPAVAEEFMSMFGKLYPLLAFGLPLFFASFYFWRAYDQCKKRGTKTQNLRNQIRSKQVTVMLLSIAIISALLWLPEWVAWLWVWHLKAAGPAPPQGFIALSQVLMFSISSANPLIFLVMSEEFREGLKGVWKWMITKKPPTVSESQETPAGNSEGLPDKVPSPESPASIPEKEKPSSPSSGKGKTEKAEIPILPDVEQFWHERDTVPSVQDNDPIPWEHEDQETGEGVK
TEAD-YAP block: TEAD-YAP interaction inhibition, primary screen, TEAD-YAP interaction inhibitor project, luminescence, HEK-TIYL cells; inhibition, % at 9.12 µM; 640,000 tested, 1.4% active; AID 1259422, 2018; TEAD-Gal4/YAP UAS-luciferase luminescence; in the data active means inhibition above about 32%;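 further: 0% = median of test compound wells and 100% = reference inhibitor wells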
FBW7 act: FBW7 E3 ligase activators, primary screen, biochemical, AlphaScreen, human. 650,000 tested, 0.13% active. F-box/WD repeat-containing protein 7 (Homo sapiens), Q969H0. normalized activity (activation), % at 26.1 µM. AlphaScreen FBW7–phospho-cyclin E peptide binding, activator screen; in the data active means normalized activity above about 1.9%;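 further: purified mutant Fbw7 with reduced substrate affinity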
MITF primary: MITF inhibitors, primary screen, biochemical, AlphaScreen, human | AID 1259374, 2018 | inhibition, % at 2.6 µM | AlphaScreen MITF homodimerization, bead proximity signal | Microphthalmia-associated transcription factor (Homo sapiens), O75030 | 650,000 tested, 0.91% active; in the data active means inhibition above about 50%;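 further: 0% = vehicle wells with protein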
Target sequence (O75030 whole entry, looked up): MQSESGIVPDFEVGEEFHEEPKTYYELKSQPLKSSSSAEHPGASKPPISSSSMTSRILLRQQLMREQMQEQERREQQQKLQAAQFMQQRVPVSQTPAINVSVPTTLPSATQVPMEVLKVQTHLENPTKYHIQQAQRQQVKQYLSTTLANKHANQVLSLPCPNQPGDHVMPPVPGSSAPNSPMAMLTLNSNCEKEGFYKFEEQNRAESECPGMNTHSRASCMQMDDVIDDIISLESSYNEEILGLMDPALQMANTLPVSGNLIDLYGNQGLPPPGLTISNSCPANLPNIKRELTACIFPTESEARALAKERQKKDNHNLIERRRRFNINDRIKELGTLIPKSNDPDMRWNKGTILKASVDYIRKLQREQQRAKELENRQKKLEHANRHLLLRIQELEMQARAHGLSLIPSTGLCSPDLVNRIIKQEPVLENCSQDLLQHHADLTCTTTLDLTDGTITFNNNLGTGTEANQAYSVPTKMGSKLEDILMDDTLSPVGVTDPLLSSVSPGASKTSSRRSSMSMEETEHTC
Numbers without * were called inactive.

A first look:
SMILES	GPR151 ag	TEAD-YAP block	FBW7 act	MITF primary
Cc1c(NC(=S)NCCCN2CCOCC2)c(=O)n(-c2ccccc2)n1C	-0.4	3	0.2	9
COc1ccc(Cc2nnc(SCC(=O)Nc3cccc(Cl)c3)o2)cc1	1.7	10	-0.1	17
O=C(CSc1ccc(C(=O)Nc2ccc(Cl)cc2F)cc1[N+](=O)[O-])NCc1ccco1	-1.2	-29	0.1	-11
CCn1nccc1C(=O)N(CCN1CCOCC1)c1nc2c(Cl)cccc2s1	-1.0	-16	-0.1	-25
O=C(COC(=O)c1ccccc1Cl)Nc1ccc2c(c1)OCO2	1.6	-7	-0.3	-5
O=C(c1ccc(CNc2c(N3CCCC3)c(=O)c2=O)cc1)N1CCc2ccccc2C1	-1.0	8	0.1	-4
COc1cc2nc(N3CCc4ccccc4C3)nc(NC3CC3)c2cc1OC	-1.0	-14	-0.1	-2

This part in full, from the start:
SMILES	GPR151 ag	TEAD-YAP block	FBW7 act	MITF primary
Cc1c(NC(=S)NCCCN2CCOCC2)c(=O)n(-c2ccccc2)n1C	-0.4	3	0.2	9
COc1ccc(Cc2nnc(SCC(=O)Nc3cccc(Cl)c3)o2)cc1	1.7	10	-0.1	17
O=C(CSc1ccc(C(=O)Nc2ccc(Cl)cc2F)cc1[N+](=O)[O-])NCc1ccco1	-1.2	-29	0.1	-11
CCn1nccc1C(=O)N(CCN1CCOCC1)c1nc2c(Cl)cccc2s1	-1.0	-16	-0.1	-25
O=C(COC(=O)c1ccccc1Cl)Nc1ccc2c(c1)OCO2	1.6	-7	-0.3	-5
O=C(c1ccc(CNc2c(N3CCCC3)c(=O)c2=O)cc1)N1CCc2ccccc2C1	-1.0	8	0.1	-4
COc1cc2nc(N3CCc4ccccc4C3)nc(NC3CC3)c2cc1OC	-1.0	-14	-0.1	-2
COc1ccc(C(=O)OCC(=O)Nc2nc3c(F)c(F)c(F)cc3s2)cc1OC	4.3	-7	0.0	5
COCCn1nnnc1C(c1ccc(C)cc1)N1CCC(C)CC1 (stereo not given)	0.3	8	0.1	4
CCOc1ccc(NC(=O)NCc2ccccc2OC)cc1	-1.7	-5	0.1	-26
O=C(CSc1nc2ccccc2[nH]1)Nc1ccc(-c2nc3cc(NC(=O)CSc4nc5ccccc5[nH]4)ccc3o2)cc1	2.4	11	-0.1	7
Cc1c(NC(=O)c2ccccc2-c2ccccc2C(=O)O)cccc1C(=O)O	-1.4	7	0.5	13
C/C(=N/NC(=O)c1cc(-c2ccc(F)cc2)n[nH]1)c1cccc(O)c1	-0.6	0	0.5	16
C[C@](O)(C(=O)Nc1ccc2[nH]ncc2c1)c1ccc(Br)cc1	-0.2	-6	0.1	14
COc1cc(C)c(-c2n[nH]c(C)c2Oc2ccccc2)c(O)c1	-1.0	3	0.1	9
Cc1nn(C)c(C)c1-c1nccc(NCCCN2CCCC2=O)n1	4.3	-7	-0.2	2
O=C(Nc1ccc(F)cc1)c1ccc(I)cc1	-1.0	-47	0.0	4
CCCN1CCN(c2ncnc3sc(C(=O)Nc4c(F)cccc4F)c(C)c23)CC1	-0.4	-8	-0.2	-4
COc1ccc(-c2cnc(SCC(=O)NCc3ccccc3Cl)[nH]2)cc1	0.1	10	-0.1	7
CC1=C(C(=O)Nc2cc(C)ccn2)C(c2cccs2)C2=C(CCCC2=O)N1 (stereo not given)	-0.4	-10	0.7	26
O=C(Oc1ccc([N+](=O)[O-])cc1)C(c1ccccc1)c1ccccc1	1.4	12	0.1	0
CCc1ccc(OCC(=O)NNC(=O)COc2ccccc2C)cc1	-1.3	15	0.2	12
Cc1ccc2c(c1)N(C(=O)n1ccnc1)CC(C)O2 (stereo not given)	-0.7	-10	-0.1	-1
COc1ccc(S(=O)(=O)c2cnc3cc4c(cc3c2N2CCCC2)OCCO4)cc1	1.7	-2	0.1	8
COc1ccc(C[C@@H]2NC(=O)[C@H]3CN(Cc4nc(-c5ccccc5)cs4)CCN3C2=O)cc1	-2.0	4	-0.4	-9
Cc1ccccc1Nc1nc(N)nc(COC(=O)COc2ccc(C#N)cc2)n1	-1.3	-7	0.2	3
CCN(CC)c1nc(C)nc2sc(C(=O)Nc3ccccc3F)c(C)c12	0.7	-7	-0.1	-3
CNC(=O)c1ncccc1Nc1cc(Nc2ccc3c(c2)CC(=O)N3)ncc1C(F)(F)F	0.1	7	0.6	0
CC(=O)Nc1ccc(CN2CCCC(CCC(=O)NCc3ccccc3F)C2)cc1 (stereo not given)	-2.2	-8	-0.3	0
Cc1ccc(Cl)cc1NC(=O)CN(Cc1ccccc1)S(=O)(=O)c1ccccc1	-1.1	9	0.9	8
CC(=O)Nc1ccc(Oc2ccc3c(c2)C(=O)N(c2ccc(C)cc2C)C3=O)cc1	-0.3	-4	0.0	-10
CC(=O)Nc1c(C(=O)N2CCCCCC2)cnn1-c1ccccc1	2.3	11	0.0	5
Cc1cc(NC(=O)CN2CCN(Cc3ccccc3)CC2)no1	1.7	13	-0.1	-6
Cn1c(=NC(=O)c2ccccc2F)sc2cc(S(C)(=O)=O)ccc21	0.9	-27	0.5	28
CCn1cc(-c2nnc(SCC(=O)Nc3ccccc3OC)n2C)c2ccccc21	1.4	19	0.0	10
Cn1ncc([N+](=O)[O-])c1C(=O)Nc1ccc2c(c1)CCN2S(C)(=O)=O	0.3	-1	0.1	-17
Cc1occc1C(=O)N/N=C/c1cc(Br)ccc1O	-4.5	47*	-0.1	18
CC1=NN(c2ccc(Br)cc2)C(=O)/C1=C/c1ccc(-c2ccc3c(c2)C(=O)OC3)o1	0.3	2	0.0	0
CCOC(=O)N1CCN(c2c(NCc3ccc(OC)cc3)c(=O)c2=O)CC1	0.2	17	0.0	12
Cc1c(C(=O)O)sc2nc3n(c(=O)c12)CCC3	0.2	2	-0.1	-7
COC(=O)c1nnn(-c2cccc(F)c2)c1C(=O)OC	-0.2	-6	0.3	8
O=C(Nc1ccc(C(F)(F)F)cc1)C1CCCC1	0.6	7	0.3	17
O=C(CC1C(=O)NCCN1Cc1cccc(F)c1F)NC1(c2ccccc2)CC1 (stereo not given)	-0.6	3	0.0	-5
O=C(NC1CC1c1ccccc1)c1cccs1 (stereo not given)	-2.0	-41	-0.1	-3
CC(=O)Nc1nnc(SCC(=O)NCCc2ccccc2)s1	-0.8	-10	-0.2	-3

3 records picked at random from the list so far, as already listed:
SMILES	GPR151 ag	TEAD-YAP block	FBW7 act	MITF primary
CCOC(=O)N1CCN(c2c(NCc3ccc(OC)cc3)c(=O)c2=O)CC1	0.2	17	0.0	12
O=C(NC1CC1c1ccccc1)c1cccs1 (stereo not given)	-2.0	-41	-0.1	-3
Cc1c(C(=O)O)sc2nc3n(c(=O)c12)CCC3	0.2	2	-0.1	-7

Continuation.
SMILES	GPR151 ag	TEAD-YAP block	FBW7 act	MITF primary
COc1cc(C(c2c(C)[nH][nH]c2=O)c2c(C)[nH][nH]c2=O)ccc1OCC#N	0.3	-9	-0.2	24
COc1ccc(/C=C/C(=O)Nc2nnc(SCC(=O)c3ccccc3)s2)cc1OC	-1.3	-1	0.0	16
CSc1ncccc1C(=O)N1CCc2nnc(C)n2CC1	-0.1	-8	-0.1	-7
O=c1[nH]c2ccccc2c(-c2ccccc2)c1Sc1nnc(-c2cccnc2)n1-c1ccccc1	-0.3	-11	-0.1	5
O=C(CCN1C(=O)c2ccccc2C1=O)NNC(=O)COc1ccccc1F	0.8	8	0.1	2
CN(C)CCNC(=O)COc1cccc(Cl)c1	0.9	2	0.0	-8
CCOC(=O)C1=C(c2ccccc2)N=c2s/c(=C/c3c[nH]c4ccccc34)c(=O)n2C1c1cccc(OC)c1 (stereo not given)	0.7	-4	-0.1	4
N#CC1=C(SCC(=O)Nc2ccc(Br)cc2)NC(=O)CC1c1ccccc1Cl (stereo not given)	2.2	-5	0.2	-3
Cc1ccc(NC(=O)Cn2nc([N+](=O)[O-])c(Br)c2C)cc1C	-0.9	-3	-0.1	-7
O=[N+]([O-])c1cccc(-c2nc(-c3ccncc3)no2)c1	-1.3	-11	0.7	22
Cn1c(=O)cc(N2CCc3ccccc3C2)n(Cc2ccc(F)cc2F)c1=O	-0.3	-18	-0.1	-12
COCCNC(=O)c1ccc2c(=O)n(Cc3ccco3)c(SCC(=O)NCc3ccco3)nc2c1	0.8	20	0.1	0
COc1ccccc1N1CCN(S(=O)(=O)c2cc(Br)cnc2N)CC1	1.4	4	-0.1	7
Cc1cc(C)cc(NC(=O)C2CC23CCN(C(=O)C2CCCCCN2C)CC3)c1 (stereo not given)	1.3	11	0.1	3
Nc1nonc1N/N=C/c1ccc(O)c(O)c1	-1.1	-15	0.7	9
COc1ccc(CNC(=O)c2cnn(-c3nccc(-c4cccs4)n3)c2C)c(OC)c1	-0.4	-9	0.1	12
Clc1cccc(CN2CCN(C3CCN(Cc4ccccc4)CC3)CC2)c1	0.3	-5	-0.1	23
OCc1ccccc1-c1cnc2c(Nc3ccccc3)nccn12	-3.6	-65	0.7	-3
Nc1c(-c2ccccc2)c(CN2CCOCC2)nn1-c1ccc(F)cc1	-0.1	3	0.0	2
CCCC1CCC(c2ccc(C(=O)Oc3cncc(Cl)c3)cc2)CC1 (stereo not given)	-1.8	1	0.6	16
O=[N+]([O-])c1ccc(N2CCN(S(=O)(=O)c3ccc(Br)cc3)CC2)cc1NCc1ccc(Cl)cc1	-1.2	-11	-0.1	0
Cc1ccc(C2CC(c3cccs3)=NN2C(=O)CSc2nnc(CNC(=O)c3cccc([N+](=O)[O-])c3C)n2-c2cccc(C)c2)cc1 (stereo not given)	1.6	4	0.1	2
O=C(N/N=C\c1ccccc1O)c1ccccn1	-3.4	-17	-0.6	44
Cc1ccccc1-c1nc(CS(=O)(=O)CC(=O)N2CCc3ccccc3C2)c(C)o1	-0.4	14	0.0	23
O=C1CCCN1CCCNc1ncnc2nc(Nc3ccc(N4CCOCC4)cc3)[nH]c12	0.5	3	-0.3	-3
O=C(Nc1nnc(-c2ccc(Cl)cc2Cl)s1)c1cccs1	-1.3	-4	-0.1	-6
CN(CCc1ccccn1)c1nncc(-c2cccc(C(F)(F)F)c2)n1	-0.9	-15	-0.2	-1
Cc1cccc(N2CCN(c3nc4ccccc4n4c(C)nnc34)CC2)c1C	-1.2	7	0.6	15
O=C(CC(c1ccccc1)C1CCCCC1)c1ccc(Br)cc1 (stereo not given)	0.0	7	0.0	-2
O=C(c1ccc2c(=O)n(C3CCCC3)c(=S)[nH]c2c1)N1CCN(C2CCCCC2)CC1	1.0	5	0.1	-6
O=C(Cn1cnc2c(-c3ccc(F)cc3)csc2c1=O)Nc1ccc(F)cc1F	-0.5	-2	-0.3	-3
CCc1ccc(NC(=O)N(CCC(C)C)C2CCN(C(=O)O)CC2)cc1	1.5	-8	0.0	5
CCn1nc(-c2ccccn2)nc2c(=O)n(C)c(=O)nc1-2	-2.3	97*	-0.4	21
COc1ccc(Br)c(C(=O)Nn2c(-c3ccc(F)cc3)nc3ccccc3c2=O)c1	1.0	2	0.0	4
Cc1cccc(C2(c3cccc(C)c3)CC2C(=O)Nc2ccccc2F)c1 (stereo not given)	0.2	-1	0.2	3
C=CCn1cnc2sc(C)c(-c3ccc(C)c(C)c3)c2c1=O	-0.2	-6	0.3	14
Cc1ccc(C)c(NS(=O)(=O)c2ccc3c(c2)OCCCO3)c1	1.6	-2	-0.2	10
CC1CN(C(=O)c2ccccc2)OC(c2cccc(O)c2)O1 (stereo not given)	2.8	-8	0.1	-2
CCS(=O)(=O)CCSc1nc2c(cc1C#N)CCCC2	1.4	-3	0.0	-2
CN(C)C(=O)CSc1nnc(NC(=O)c2ccccc2Br)s1	-0.9	-11	0.1	3
Cc1nc(SCc2cccc(Oc3ccccc3)c2)n[nH]1	7.9*	26	-0.1	2
O=C(Nc1ccc(Cl)c(Cl)c1)c1ccn[nH]1	-0.8	-37	0.2	21
Cc1noc2nc(-c3cccs3)cc(C(F)(F)F)c12	-0.6	0	0.7	25
COCCn1c(CC(C)(C)C)nc2ccccc21	0.9	-3	-0.1	-3
C=C(C)CC1(CC(=C)C)CCCCN1	1.6	-2	0.0	-3
CS(=O)(=O)c1ccc2nc(NC(=O)CS(=O)(=O)c3ccc(Cl)cc3)sc2c1	5.4*	6	0.1	3
O=C(CSc1n[nH]c(-c2ccccc2O)n1)Nc1ccccc1Br	-0.4	13	-0.1	5
COc1ccc(N=C(C)c2cc(Cl)ccc2O)cc1	3.2	17	0.0	-17
CCOc1ccc(N2C(=O)CC(Nc3ccc(F)cc3)C2=O)cc1 (stereo not given)	-2.4	9	0.5	5
CCCC1Cc2nc(N3CCCCC3)c(C#N)cc2CO1 (stereo not given)	-0.6	-1	0.0	-6

Screens (PubChem)
